Screening data (PubChem)
zVAD death inh = inhibitors of zVAD-triggered necroptosis, primary screen, L929 cells; AID 1377, 2008; 220,000 compounds, 0.38% hits; viability rescue, % at 10 µM; L929 zVAD necroptosis rescue, ATP luminescence, 24 h; with zVAD 60 µM;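 active = activation, scaled between plate controls, above about 75%, limit read from the data; inactive = activation under that limit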;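 also: 0% = zVAD with DMSO and 100% = DMSO alone without zVAD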
PERK inhibitor = block of dimerizer-induced PERK translation repression, primary screen, PERK inhibitor project, CHO PERK-DD cells, SEAP luminescence, HTS | Eukaryotic translation initiation factor 2-alpha kinase 3 (Homo sapiens), Q9NZJ5 | CHO PERK-DD fusion, SEAP luminescence translation reporter | inhibition, % at 5.6 µM | 220,000 compounds, 0.17% hits;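 active = inhibition above the mean inhibition of all tested compounds plus 3 SD, set separately per screening campaign, cut at about 2.9% in these data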;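 also: PERK kinase domain activated by AP20187 dimerizer at 100 nM; 0% = DMSO with dimerizer and 100% = rapamycin at 8.4 µM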
TNF death inh = inhibitors of TNF-alpha triggered necroptosis, primary screen, cell-based, Jurkat FADD-/-, single concentration | Jurkat FADD-/- TNF necroptosis rescue, ATP luminescence, 24 h; 0 = TNF only, 100 = no-TNF cells | activation (protection from cell death), % at 10 µM | 220,000 compounds, 0.068% hits;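 active = activation, meaning protection from cell death, of at least 50% relative to plate controls; inactive = activation below 50%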;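 also: necroptosis triggered by 40 ng/mL TNF-alpha added together with compound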
Runt-CBFb FRET = inhibitors of RUNX1 Runt–CBFb binding, primary screen, biochemical, FRET, Cerulean-Runt, Venus-CBFb, uHTS; Runt-related transcription factor 1 (Homo sapiens) + Core-binding factor subunit beta …; Cerulean-Runt/Venus-CBFb FRET ratio 530/480, 1 h; inhibition, % at 20 µM; 220,000 compounds, 0.46% hits; AID 1496, 2009;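 active = inhibition over about 50% at 20 µM in the single-dose screen, limit read from the data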;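 also: 0% = DMSO wells and 100% = excess unlabeled CBFb competitor control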
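Assay system: Cerulean-tagged RUNX1 Runt domain (FRET donor) fusion protein / Amount: 100 nM each of Venus-CBFb and Cerulean-Runt domain / Medium: Tris buffer pH 7.5 with salts and BSA / Also added: Venus-CBFb 100 nM / Schedule: 1 h complex formation plus 1 h compound treatment, room temperature / Signal: FRET fluorescence / Read-out: loss of energy transfer signal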
EP2 modulator = EP2 receptor modulators, cAMP readout, primary screen, cell-based, HTRF cAMP, PGE2 stimulation | Prostaglandin E2 receptor EP2 subtype (Homo sapiens), P43116 | EP2-expressing cells, cAMP HTRF FRET, PGE2 co-stimulation | induction, % at 25 µM | 260,000 compounds, 0.83% hits;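 active = compounds whose cAMP rise, as percent of the full-agonist control response, exceeds 60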;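 also: rat C6 glioma line stably carrying human EP2 under a CMV promoter; the protocol text gives 20 µM as final concentration; 100% = response of wells given 1 µM PGE2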
Target sequence (P43116 whole entry, looked up): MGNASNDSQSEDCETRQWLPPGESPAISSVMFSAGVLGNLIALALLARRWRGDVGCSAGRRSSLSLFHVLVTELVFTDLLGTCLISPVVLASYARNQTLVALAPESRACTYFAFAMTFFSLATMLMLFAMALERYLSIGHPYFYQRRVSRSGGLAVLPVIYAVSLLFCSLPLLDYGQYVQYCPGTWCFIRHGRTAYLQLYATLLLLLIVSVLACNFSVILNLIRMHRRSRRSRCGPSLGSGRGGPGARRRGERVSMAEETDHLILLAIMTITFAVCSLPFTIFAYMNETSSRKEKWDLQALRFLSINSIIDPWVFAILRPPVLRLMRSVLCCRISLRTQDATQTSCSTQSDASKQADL
Hck-Nef inh = inhibitors of Nef-activated human Hck kinase, primary screen, biochemical, Z-Lyte FRET, 384-well, Hck-YEEI; Tyrosine-protein kinase HCK (Homo sapiens), P08631; Recombinant Hck-YEEI plus Nef, Z-Lyte FRET kinase assay; inhibition, % at 20 µM; 220,000 compounds, 0.68% hits;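 active = Hck-Nef kinase inhibition above about 50%, limit read from the data; inactive = inhibition below that limit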;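 also: 0% = DMSO with Hck plus Nef and 100% = Hck alone without Nef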
Target sequence (P08631 whole entry, looked up): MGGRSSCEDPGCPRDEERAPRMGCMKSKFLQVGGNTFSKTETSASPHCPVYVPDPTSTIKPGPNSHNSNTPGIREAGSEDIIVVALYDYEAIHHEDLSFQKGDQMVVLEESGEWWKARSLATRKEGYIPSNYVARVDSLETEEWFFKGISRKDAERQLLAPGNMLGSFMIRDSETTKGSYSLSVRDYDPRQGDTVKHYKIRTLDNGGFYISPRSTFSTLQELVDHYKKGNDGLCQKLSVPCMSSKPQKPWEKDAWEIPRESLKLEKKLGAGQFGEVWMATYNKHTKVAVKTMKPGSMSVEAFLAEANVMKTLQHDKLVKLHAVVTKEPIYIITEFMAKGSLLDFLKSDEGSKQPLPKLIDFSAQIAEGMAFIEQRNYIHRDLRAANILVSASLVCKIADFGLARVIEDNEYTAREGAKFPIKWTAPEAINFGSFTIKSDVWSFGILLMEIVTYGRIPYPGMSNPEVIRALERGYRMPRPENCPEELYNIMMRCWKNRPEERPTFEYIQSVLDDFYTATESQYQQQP
EP2 antag = human EP2 receptor antagonists, primary screen, TR-FRET cAMP, C6 glioma cells; inhibition, % at 25 µM; C6 glioma cells expressing human EP2; cells stimulated with saturating PGE2; AID 1422, 2008; 260,000 compounds, 0.52% hits;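 active = percent inhibition above 40 after rounding to a whole number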;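 also: rat C6 glioma host cells with rolipram phosphodiesterase inhibitor present; the protocol text gives 20 µM as final concentration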
Runt-SMMHC FRET = inhibitors of RUNX1 Runt–CBFb-SMMHC binding, primary screen, biochemical, FRET, Cerulean-Runt, Venus-CBFb-SMMHC, uHTS | Runt-related transcription factor 1 (Homo sapiens) + Core-binding factor subunit beta … | Cerulean-Runt/Venus-CBFb-SMMHC FRET ratio 530/480, 1 h | inhibition, % at 20 µM | 220,000 compounds, 0.74% hits;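 active = mean inhibition across duplicate retests at 20 µM reaching about 50%, limit read from the data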;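 also: 0% = DMSO wells and 100% = wells with excess untagged CBFb-SMMHC; inhibitors lower the FRET ratio by blocking Runt binding to CBFb-SMMHC; some results filed as inactive read as strong as hits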
RBBP9 inhibitor = human RBBP9 inhibitors, primary screen, biochemical, fluorescence polarization, FP-Rh probe, HTS | recombinant RBBP9 | Serine hydrolase RBBP9 (Homo sapiens), O75884 | 220,000 compounds, 0.2% hits | inhibition, % at 7.94 µM;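 active = inhibition above the campaign mean of all tested compounds plus 3 SD, cut at about 14% in these data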;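 also: plate controls were DMSO wells with RBBP9 for no effect and wells lacking RBBP9 protein for full effect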
Target sequence (O75884 whole entry, looked up): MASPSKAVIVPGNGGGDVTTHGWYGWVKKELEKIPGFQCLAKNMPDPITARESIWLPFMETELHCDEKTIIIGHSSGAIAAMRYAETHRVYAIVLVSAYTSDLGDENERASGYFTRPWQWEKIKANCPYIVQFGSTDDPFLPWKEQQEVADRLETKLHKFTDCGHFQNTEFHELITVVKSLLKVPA
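Test system – recombinant human RBBP9 · Input – RBBP9 2.5 µM in dispensing solution, pre-mixing · Medium – Tris buffer pH 8.0, NaCl, Pluronic · Schedule – preincubation 30 min plus labeling 45 min at 25 °C · Measured by – fluorescence polarization · Measure – % inhibition · Controls – DMSO and no-protein wells · Replicates – one well per compound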
Numbers without * were called inactive; & = joins results of further samples. Not all compounds are listed; the hit share may differ from the screen's.

SMILES | zVAD death inh | PERK inhibitor | TNF death inh | Runt-CBFb FRET | EP2 modulator | Hck-Nef inh | EP2 antag | Runt-SMMHC FRET | RBBP9 inhibitor
CCOc1cc(C(N)=O)cc(OCC)c1OCC | 0.1 | 1.0 | -0.6 | 0 | 11 | 1 | 14 | 2 | -9
Cc1[nH]c2ccc(F)cc2c1CCN(Cc1ccncc1)C(=S)Nc1cccc(F)c1 | -0.8 | 0.7 | 2.6 | -1 | -71 | 25 | 13 | 1 | -5
NC(=O)c1ccc(Oc2ccc3ccc(=O)oc3c2)c([N+](=O)[O-])c1 | -0.3 | 0.9 | -1.4 | 3 | -92 | 21 | 8 | 2 | 8
O=C(CSc1ccccn1)N/N=C/c1cc([N+](=O)[O-])ccc1O | -0.7 | 1.3 | -3.9 | 0 | -6 | 25 | 1 | 2 | -1
CC(C)(C)NC(=O)Cn1nnc(-c2cccs2)n1 | 1.1 | 0.9 | 0.2 | 1 | -16 | 6 | 7 | 2 | 4
CCOC(=O)c1ccc(S(=O)(=O)N2CCN(C(=O)CSc3nc4ccccc4o3)CC2)cc1 | 1.9 | -0.1 | 2.5 | -1 | -8 | 0 | 7 | -5 | -10
COc1ccccc1CNC(=O)CCCOc1cc(=O)n(C)c2ccccc12 | 0.1 | -0.5 | -2.5 | 1 | -5 | 0 | 12 | 0 | -3
CCCCn1c(SCC(=O)NC(=O)NCc2ccco2)nc2cc(S(N)(=O)=O)ccc21 | 0.8 | -1.2 | -4.4 | 6 | -7 | 4 | 0 | 2 | -6
CC(C)n1cc(CN2CCCC(CO)(Cc3cccc(Cl)c3)C2)cn1 (stereo not drawn) | -1.7 | 0.7 | 1.3 | 21 | -28 | 13 | 3 | -1 | -3
Cc1ccc(-n2c(=O)cc(N3CC(C)OC(C)C3)[nH]c2=O)cc1 (stereo not drawn) | 2.0 | 0.0 | -0.6 | 0 | 17 | 29 | 11 | 1 | -6
C/C(=N\NC(N)=S)C1C2C3CC4C5CC(C42)C1C53 (stereo not drawn) | -1.7 | 0.6 | -11 | -2 | -20 | 34 | 10 | 2 | 2
O=C(O)C1Nc2c(O)cc(Cl)c([N+](=O)[O-])c2C2C=CCC12 (stereo not drawn) | 0.4 | 1.2 | -2.1 | 19 | 24 | 70* | 8 | 40 | 7
C1CCC(Nc2nnnn2C2CCCCC2)CC1 | 1.4 | 0.6 | -0.5 | 0 | -3 | 0 | 10 | -1 | -4
CCOC(=O)CSc1nc(C2CC2)cc(-c2ccc(F)cc2)c1C#N | 0.1 | 0.9 | -2.8 | -2 | 39 | 1 | 8 | -3 | -6
CCC(=O)N(Cc1ccco1)c1nc(-c2ccc(OC)cc2)cs1 | -0.1 | 0.1 | 0.0 | -1 | -23&53 | 4 | 12&11 | -13 | 1
COCc1cc(C)nc(SCC(=O)N2CCC(C)CC2)c1C#N | -0.1 | 0.1 | -1.7 | -2 | -2 | 0 | 3 | 0 | 3
CC1CCN(c2cc(N3CCOCC3)c([N+](=O)[O-])cc2F)CC1 | -0.4 | 0.6 | -4.4 | -8 | 8 | 0 | 8 | -12 | 2
CC[C@H](C)[C@H](NS(=O)(=O)c1ccc(C)cc1)C(=O)N1CCC(C(=O)N[C@@H](C)C(=O)O)CC1 | -0.4 | 1.6 | -1.7 | 2 | 29 | 0 | 3 | -2 | -5
CCCCOc1ccc(C(=O)N/C(=C\c2cccc([N+](=O)[O-])c2)C(=O)OC(C)C)cc1 | -0.4 | -0.9 | 3.1 | -3 | 21 | 0 | 16 | 4 | -2
CCC(C)(C)n1nnnc1C(C(C)C)N1CCC(C(N)=O)CC1 (stereo not drawn) | 0.8 | 0.2 | -0.5 | -3 | 4&-19 | -1 | 17&9 | -41 | -12
Cc1ccc(SCC(=O)N2CCOCC2)cc1 | -0.2 | 0.4 | 0.6 | 2 | 18 | -9 | 11 | -4 | 3
Cc1[nH]nc2ncc(C(=O)c3cc(Cl)cc(Cl)c3O)cc12 | 0.3 | 0.0 | 0.2 | -8 | 11 | -1 | 17 | -15 | -3
COc1cccc(NC(=O)COc2ccccc2C(N)=O)c1 | -0.2 | 0.3 | -2.1 | 0 | 0 | 11 | 15 | -2 | 4
Cc1c(O)ccc(NC(=O)/C=C/c2ccccc2)c1C | 1.5 | 1.4 | -0.2 | -1 | -27 | -5 | 3 | 3 | 2
CC(C)NCC(O)COC1CCC(C(C)(C)C)CC1 (stereo not drawn) | 2.3 | -0.6 | 1.8 | 1 | -32 | 4 | 7 | 0 | -9
COc1ccc(N2C(=O)C3CCCN3C2c2ccc(C)o2)cc1 (stereo not drawn) | 0.4 | 0.2 | 0.1 | 1 | 28 | 18 | 6 | 2 | 1
Nc1c(C(=O)NC2CCCCC2)nsc1C(=O)OCC(=O)NC1CCCCC1 | 0.7 | -0.2 | -6.4 | 0 | 8 | 0 | 11 | 2 | -5
CCOCCCn1c(=NC(=O)c2cccs2)c(C#N)cc2c(=O)n3cccc(C)c3nc21 | 0.9 | -0.5 | -10 | 76* | -8 | 20 | 4 | 81* | -7
O=C(Nc1cccc(Cl)c1Cl)C1CCN(c2ncccn2)CC1 | -0.2 | 0.8 | 0.1 | 0 | 0&-32 | -23 | 0&5 | 5 | -7
COCC(=O)Nc1cc(C(=O)Nc2ccccc2C)ccc1Cl | 0.8 | -0.8 | -1.3 | -2 | -2 | -1 | 8 | 2 | -2
O=C(c1ccc(F)cc1)c1c[nH]c(C(=O)NCCCN2CCOCC2)c1 | 0.1 | -0.5 | -2.6 | 0 | 13 | -2 | 8 | 10 | -1
CC(C)CCNC(=O)C(c1ccco1)N(CCCO)C(=O)Cn1nnc(-c2ccc(F)cc2)n1 (stereo not drawn) | 0.0 | 0.8 | 1.9 | -6 | 0 | 20 | 7 | 1 | 1
CC(C)C(=O)Nc1ccc(C(=O)N/N=C/c2cc(Br)cc(Br)c2O)cc1 | 5.7 | -0.6 | -9.0 | -2 | -11 | 17 | 7 | 32 | -4
C/C(=N\NC(=O)c1c(Cl)c(C)nn1C)c1ccc(NC(=O)COc2ccc(Cl)cc2C)cc1 | 32 | -0.9 | 2.0 | -3 | -29 | -2 | 11 | -4 | -2
O=C(CNC(=O)c1ccc(Cl)cc1Cl)Nc1ccc(F)cc1 | -1.1 | 0.8 | 2.0 | 1 | -11 | 12 | 7 | 2 | -13
CCCN(CCO)Cc1cccc(Cl)c1 | -0.4 | -0.4 | -1.2 | -1 | 2 | 0 | 8 | 3 | -11
COc1ccc(-c2nn(-c3ccccc3)cc2C(=O)N/N=C/c2ccc([N+](=O)[O-])o2)cc1 | 1.4 | -0.2 | -3.4 | 3 | -38 | -2 | 9 | -5 | -3
CCCCN1C(=O)N(c2nnc(C(C)(C)C)s2)C(O)C1c1ccc(C)cc1 (stereo not drawn) | 0.2 | 1.0 | 0.7 | -3 | 6 | -3 | 15 | 1 | -8
O=C(O)Cn1ncc2ccccc2c1=O | 0.4 | -0.5 | 0.3 | 3 | 23 | 3 | 9 | 1 | -8
COc1ccc(C2=NN(C(=O)CSc3nc4ccccc4s3)C(c3ccc(OC)cc3)C2)cc1 (stereo not drawn) | 1.6 | -1.3 | 2.9 | 0 | -4 | 2 | 4 | 0 | -9

Sorted by the number under RBBP9 inhibitor (low to high): some entries from above.
SMILES	RBBP9 inhibitor
CCCCN1C(=O)N(c2nnc(C(C)(C)C)s2)C(O)C1c1ccc(C)cc1 (stereo not drawn)	-8
CCOCCCn1c(=NC(=O)c2cccs2)c(C#N)cc2c(=O)n3cccc(C)c3nc21	-7
Cc1[nH]nc2ncc(C(=O)c3cc(Cl)cc(Cl)c3O)cc12	-3

Further entries follow.
SMILES | zVAD death inh | PERK inhibitor | TNF death inh | Runt-CBFb FRET | EP2 modulator | Hck-Nef inh | EP2 antag | Runt-SMMHC FRET | RBBP9 inhibitor
COc1ccc2c(c1)nc(NCCCO)n2Cc1ccccc1 | -0.6 | 1.2 | 1.6 | 0 | 9 | 31 | 4 | 2 | -9
O=C(Sc1ccc(Cl)cc1)c1cccc(Cn2cc(C(F)(F)F)ccc2=O)c1 | -1.0 | 1.2 | -22 | 1 | -17 | 10 | 10 | 2 | 0
CCOc1ccc(C(C)=O)cc1COc1ccc(-n2cnnn2)cc1 | 1.6 | 0.5 | 1.9 | 0 | -21 | -6 | 31 | 4 | -3
Cc1cc(C)c2nc(C(F)(F)F)nc(NCCCN3CCCC3=O)c2c1 | -0.3 | 1.4 | -0.4 | -2 | -3 | 6 | 6 | -2 | -1
O=C(CSc1nnc(-c2ccncc2)o1)NCc1ccc(Cl)cc1 | 0.5 | 0.6 | 3.1 | -2 | 26 | 3 | 4 | 69 | -6
COc1ccc(-n2c(C)cc(/C=C(\C#N)C(=O)NCc3ccco3)c2C)cc1 | 1.9 | -0.3 | 2.4 | 0 | 20 | 1 | 6 | 6 | 0
O=C1NC2=C(C(=O)CCC2)C(c2ccc3ncccc3c2)N1 (stereo not drawn) | -0.1 | -1.1 | -0.5 | 0 | 21 | 0 | -2 | 2 | -11
CC(C)C(=O)NC(=S)Nc1ccc(S(=O)(=O)Nc2ccccc2)cc1 | 0.3 | -0.5 | 3.6 | 0 | -2 | -2 | 6 | 3 | -5
O=C1CSC(c2ccc(Cl)cc2)N1Nc1nc(N2CCOCC2)nc(N2CCOCC2)n1 (stereo not drawn) | 0.4 | -0.1 | 1.6 | -4 | 13 | 4 | 0 | 0 | -5
Cc1onc(-c2ccccc2Cl)c1C(=O)OCC(=O)c1c(N)n(C)c(=O)n(C)c1=O | -1.7 | 0.9 | -4.1 | 1 | 5 | 15 | 10 | 4 | 1
CCOC(=O)C1(CCOc2ccccc2)CCN(C(=O)c2ccc(-n3cccn3)cc2)CC1 | 0.1 | 0.1 | 0.4 | -7 | -2 | 4 | 1 | -1 | -9
Fc1ccc(NC(=S)N2CCSC2c2cccs2)cc1 (stereo not drawn) | -1.3 | 0.3 | 1.3 | 2 | -49 | 12 | 6 | 4 | -6
Cc1cccnc1NCC(O)COc1ccccc1 (stereo not drawn) | -0.3 | 1.0 | -0.9 | -1 | 19 | 0 | 3 | -2 | -4
